Compound activity deposited in PubChem by National Center for Advancing Translational Sciences (NCATS).
TRHR agonist: TRH receptor (human) agonism | P34981 | TRHR cells, calcium flux fluo-8, FDSS agonist mode | activation, % at 2 µM | hit rate 0.18% among 360,000; in the data active = activation above about 30%; note: 0% is about no effect
Target sequence (P34981 whole entry, looked up): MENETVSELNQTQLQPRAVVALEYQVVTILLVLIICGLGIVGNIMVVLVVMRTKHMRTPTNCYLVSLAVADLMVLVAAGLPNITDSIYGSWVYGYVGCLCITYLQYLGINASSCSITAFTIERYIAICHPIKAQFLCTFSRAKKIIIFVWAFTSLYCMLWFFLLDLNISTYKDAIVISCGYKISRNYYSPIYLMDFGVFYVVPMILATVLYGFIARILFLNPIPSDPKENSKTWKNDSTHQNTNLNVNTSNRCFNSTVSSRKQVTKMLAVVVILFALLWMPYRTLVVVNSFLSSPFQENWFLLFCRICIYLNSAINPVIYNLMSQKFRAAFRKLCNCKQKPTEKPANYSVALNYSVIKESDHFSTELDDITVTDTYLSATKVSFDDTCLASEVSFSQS
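Steps: seed TRHR cells overnight; add fluo-8 no-wash Ca dye, RT 30 min–1.5 h; record 10 s baseline; pin-transfer compounds; monitor fluorescence 1 cycle/s for the agonist window. Calcium increases flag candidate agonists.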
Apoferritin bind: binds horse apoferritin like a general anesthetic | P02791 | hit rate 0.074% among 350,000 | Potency, µM (top dose mostly 77.5 µM), inactives show at the top dose activity change, negative = displacement, usual class: inhibitors | apoferritin/1-aminoanthracene competitive binding, fluorescence; note: potency is the fitted concentration of half-maximal effect; % is set by controls: 0 for no effect and ±100 for the full control effect; nearly all actives have a fitted effect of over 20% in size
Target sequence (P02791 2-175 limits assumed): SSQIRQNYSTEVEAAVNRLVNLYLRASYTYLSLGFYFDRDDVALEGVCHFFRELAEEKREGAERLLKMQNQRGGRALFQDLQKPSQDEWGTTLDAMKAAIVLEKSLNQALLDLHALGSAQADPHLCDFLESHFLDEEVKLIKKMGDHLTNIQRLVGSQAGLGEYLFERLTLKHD
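Concentration-response curves derived by four-parameter Hill fitting of normalized fluorescence, where compounds displaced 1-AMA from 10 uM horse apoferritin following a brief 10 min room-temperature incubation; propofol titration acted as positive control.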
D1 potentiator: enhances dopamine response at the human D1 receptor | P21728 | HEK293 TREx D1 cells, calcium flux, dopamine EC20 potentiation | potentiation, % at 10 µM | hit rate 0.036% among 360,000; in the data active = potentiation above about 30%; note: 0% is about no effect
Target sequence (P21728 whole entry, looked up): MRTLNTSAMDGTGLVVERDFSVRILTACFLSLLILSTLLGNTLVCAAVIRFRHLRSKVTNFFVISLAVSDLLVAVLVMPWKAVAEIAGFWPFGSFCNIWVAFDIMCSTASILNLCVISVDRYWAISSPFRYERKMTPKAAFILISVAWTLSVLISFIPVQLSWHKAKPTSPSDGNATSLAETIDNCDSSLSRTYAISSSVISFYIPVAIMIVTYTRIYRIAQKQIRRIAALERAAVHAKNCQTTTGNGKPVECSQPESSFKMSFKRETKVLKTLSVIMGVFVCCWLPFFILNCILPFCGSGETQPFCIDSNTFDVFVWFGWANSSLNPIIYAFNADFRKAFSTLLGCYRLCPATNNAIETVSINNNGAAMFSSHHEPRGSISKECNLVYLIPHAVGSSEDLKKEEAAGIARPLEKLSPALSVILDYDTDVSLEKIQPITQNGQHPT
TRHR PAM: TRH receptor (human) allosteric enhancement. TRHR cells, fluo-8 calcium fluorescence, EC20 TRH enhancement. enhancement, % at 2 µM. hit rate 0.66% among 360,000. AID 493056; in the data active = enhancement above about 30%; note: 0% is about no effect
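TRHR-expressing cells loaded with fluo-8 calcium dye were read kinetically (ex 480/em 530) during compound addition, then stimulated with an EC20 of TRH (10 nM final). Enhancement of the Gq-mediated intracellular calcium response was scored.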
RXFP1 antag: blocks the human relaxin receptor RXFP1 | Q9HBX9 | HEK293-RXFP1, relaxin-stimulated cAMP HTRF, 30 min; active compounds read low | activity change, negative = inhibition, % at 57.5 µM | hit rate 0.59% among 350,000 | AID 1259400;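 active = activity change of -60% or lower, but not beyond a set lower limit; inconclusive = change between -60% and -40%, or beyond the set limit; inactive = change above -40%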; note: % is set by controls: 0 for no effect and ±100 for the full control effect
D1 antagonist: blocks dopamine activation of the human D1 receptor | activity change, negative = inhibition, % at 10 µM | hit rate 3.2% among 360,000 | AID 504652 | P21728 | HEK293 TREx D1 cells, calcium flux, dopamine EC80; active compounds read low; in the data active = activity change below about -30%; note: % is set by controls: 0 for no effect and ±100 for the full control effect
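Inducible Hek293 Trex D1 cells (tetracycline, overnight, 30 C). Calcium dye 30–90 min RT. Antagonist mode: EC80 dopamine added after 180 s compound read.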
RXFP1 ag: RXFP1 (human) receptor agonism | HEK293T-RXFP1 cAMP TR-FRET, 30 min; response scale: percent of porcine relaxin response, buffer zero | hit rate 0.3% among 370,000 | Q9HBX9 | AID 2676 | Potency, µM (doses to about 57.5 µM), without a hit: top-dose activation, most hits filed as activators; note: potency is the fitted concentration of half-maximal effect; % is set by controls: 0 for no effect and ±100 for the full control effect; nearly all actives have a fitted effect of over 60% in size; many of its hits are not listed in these tables
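Agonist response is measured as cAMP accumulation in an RXFP1-transfected HEK293T line under PDE4 inhibition. Values are scaled between buffer-only and 29 nM porcine relaxin, and EC50s come from standard Hill equation fits.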
D2 PAM: positive allosteric modulators of human D2 dopamine receptor. HEK293 T-REx D2, calcium flux, EC20 dopamine potentiation. potentiation, % at 10 µM. hit rate 0.34% among 340,000;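 active = potentiation over 3 SD above the plate norm, cut at about 30% in these data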; note: 0% is about no effect
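Using a no-wash calcium dye in inducible, force-coupled HEK293 Trex cells expressing D2, we tracked fluorescence each second for 180 s after compound, then for 180 s after EC20 dopamine to detect augmented signalling.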
D1 ag: human D1 receptor agonism | AID 504660 | P21728 | HEK293 T-REx D1 cells, calcium flux, agonist mode | activation, % at 2 µM | hit rate 1% among 360,000; in the data active = activation above about 30%; note: 0% is about no effect
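Tetracycline-induced HEK293 TREx D1 cells, force-coupled to calcium signalling, were dye-loaded with a no-wash calcium kit. Compound was pin-added after a 10 s baseline. Fluorescence was read kinetically at 1 cycle/s for 180 s, with calcium rises flagged as agonism.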
Active calls of the source: *; & = joins results of further samples; [ ] = dose if it differs, or a comment. Unless noted, calls come from the whole dose curve; as a rule, active = well fitted curve in the direction sought with a large enough effect; inconclusive = small, poorly fitted or top-dose-only effect, or another doubt; inactive = no such curve, though single readings can be large; an effect the other way counts as inactive or inconclusive.

For COC(=O)CCSCC(=O)N1N=C(c2ccc(Br)cc2)CC1c1cccc(OC)c1OC (centres undefined) the results were TRHR agonist 1.7, Apoferritin bind 121%[activator], D1 potentiator -8, TRHR PAM -1, RXFP1 antag -18, D1 antagonist -7, RXFP1 ag 0.8%, D2 PAM -6 and D1 ag 14.
C#CCOCCOCCOCCNc1nc(N2CCN(C(=O)CCCCCCCCCCNC(=O)[C@@H](CCSC)n3cc(CCO)nn3)CC2)nc(N2CCN(C(=O)CCCCCCCCCCNC(=O)[C@H](CO)n3cc(CCCCCN)nn3)CC2)n1 was read as TRHR agonist -0.2, D1 potentiator -6, TRHR PAM -3, D1 antagonist -39*, RXFP1 ag -0.3%, D2 PAM -15 and D1 ag 3.
Screening C/C(=N\NC(=O)Cn1nc(C)c(Br)c1C)c1cccs1 returned TRHR agonist 0.3, Apoferritin bind -4%, D1 potentiator -2, TRHR PAM 5, D1 antagonist 11, RXFP1 ag 3.0%, D2 PAM 5 and D1 ag 1.
`CN(C[C@H](Cc1ccccc1)N(C[C@H](c1ccccc1)N(CCc1ccccc1)N=O)N=O)N=O` gave TRHR agonist 0.2, Apoferritin bind -10%, D1 potentiator -2, TRHR PAM -4, D1 antagonist 7, RXFP1 ag -0.7%, D2 PAM -7 and D1 ag 1.
`CC(C)(C)c1ccc(NC(=O)c2c(F)cccc2Cl)cc1` gave TRHR agonist -0.2, Apoferritin bind inconclusive, D1 potentiator -4, TRHR PAM -16, RXFP1 antag -5, D1 antagonist -14, RXFP1 ag 2.0% and D1 ag 0.
`COc1ccc(NC(=O)c2c(OC)cccc2OC)c(OC)c1` gave TRHR agonist -0.2, Apoferritin bind 1%, D1 potentiator -2, TRHR PAM -6, RXFP1 antag 8, D1 antagonist 0, RXFP1 ag 0.0%, D2 PAM -5 and D1 ag 1.
Screening CCCC(=O)Nc1cc(OC)c(NC(=O)NC2CCCCC2)cc1OC returned TRHR agonist -0.4, Apoferritin bind -19%, D1 potentiator -2, TRHR PAM -1, RXFP1 antag -9, D1 antagonist -15, RXFP1 ag -0.1%, D2 PAM 12 and D1 ag 1.
`O=C(NCCc1ccc(F)cc1)c1ccc2c(=O)n3c(nc2c1)CCC3` gave TRHR agonist 6.9, D1 potentiator 2, TRHR PAM -8, RXFP1 antag -28, D1 antagonist -2, RXFP1 ag 1.5%, D2 PAM 20 and D1 ag 2.
CCCCCCCC(=O)Nc1cc(C(=O)NCCC)ccc1N1CCC2(CC1)CC(c1ccccc1)=NO2 was read as TRHR agonist 0.4, Apoferritin bind -12%, D1 potentiator 1, TRHR PAM -1, D1 antagonist 15, RXFP1 ag 0.5%, D2 PAM -13 and D1 ag 2.
For CCc1ccccc1NC(=O)Cc1ccc(NC(=O)N2CCCCc3ccccc32)cc1 the results were TRHR agonist 1.1, Apoferritin bind -1%, D1 potentiator 0, TRHR PAM -1, D1 antagonist -3, RXFP1 ag -0.5%, D2 PAM 16 and D1 ag 13.
For CC(C)(C)CC(C)(C)NC(=S)NC1CCN(Cc2ccccc2)CC1 the results were TRHR agonist 1.5, Apoferritin bind -18%, D1 potentiator -8, TRHR PAM -5, D1 antagonist 7, RXFP1 ag 0.8%, D2 PAM -24 and D1 ag 18.
Screening CCC(CC)C(=O)Nc1cccc(-c2nc3ncccn3c2C)c1 returned TRHR agonist -0.9, Apoferritin bind 37%[activator], D1 potentiator 5, TRHR PAM -2, RXFP1 antag 1, D1 antagonist -5, RXFP1 ag 27%, D2 PAM -7 and D1 ag 0.
Cc1ccc(C)c(OC(C)C(=O)Nc2ccc(S(=O)(=O)Nc3nccs3)cc2)c1 (centres undefined) was read as TRHR agonist -0.5, Apoferritin bind -5%, D1 potentiator -8, TRHR PAM -2, RXFP1 antag -2, D1 antagonist 9, RXFP1 ag 2.7% and D1 ag 2.
Screening Cc1ccccc1CN1C(=O)c2ccccc2S1(=O)=O returned TRHR agonist -0.6, Apoferritin bind inconclusive, D1 potentiator -3, TRHR PAM -2, RXFP1 antag -10, D1 antagonist -6, RXFP1 ag 1.2%, D2 PAM 5 and D1 ag 1.
Screening O=C(Nc1cccc([N+](=O)[O-])c1)NC1CCCCCCC1 returned TRHR agonist 0.6, Apoferritin bind inconclusive, D1 potentiator -16, TRHR PAM -5, RXFP1 antag -6, D1 antagonist -30, RXFP1 ag 4.5%, D2 PAM -6 and D1 ag 13.
For O=c1oc(-c2ccco2)nc2c1cnn2-c1ccccc1 the results were TRHR agonist -0.2, Apoferritin bind -15%, D1 potentiator 4, TRHR PAM 3, RXFP1 antag -8, D1 antagonist -19, RXFP1 ag -4.1%, D2 PAM -1 and D1 ag -1.
C[C@H](NC(=O)c1nc[nH]c1C(=O)N1CCNCC1)C(=O)OCc1ccccc1 was read as TRHR agonist -0.1, D1 potentiator -1, TRHR PAM 2, D1 antagonist -23, RXFP1 ag -0.5%, D2 PAM 6 and D1 ag 2.
Screening CC(Sc1nnc(-c2ccncc2)n1C)C(=O)NCC1CCCO1 (centres undefined) returned TRHR agonist 1.0, D1 potentiator -2, TRHR PAM 8, RXFP1 antag -25, D1 antagonist -24, RXFP1 ag 1.4%, D2 PAM 0 and D1 ag 4.
Screening CCC1=NC(c2ccc(Br)cc2)N(O)C1(C)C (centres undefined) returned TRHR agonist 0.1, Apoferritin bind -13%, D1 potentiator 11, TRHR PAM 10, RXFP1 antag -7, D1 antagonist -4, RXFP1 ag 2.8%, D2 PAM -32 and D1 ag 0.
Cc1c(C(=O)N(Cc2ccc(N(C)C)cc2)CC2CCCO2)oc2ccccc12 (centres undefined) was read as TRHR agonist -0.5&-1.4, Apoferritin bind 2%&1%, D1 potentiator 2&1, TRHR PAM 2&9, RXFP1 antag -18&-7, D1 antagonist -14&15, RXFP1 ag -1.6%&-0.7%, D2 PAM 5&1 and D1 ag 2&-1.

Three compounds already listed, ordered by SMILES length, rising.
Screening Cc1ccccc1CN1C(=O)c2ccccc2S1(=O)=O returned TRHR agonist -0.6, Apoferritin bind inconclusive, D1 potentiator -3, TRHR PAM -2, RXFP1 antag -10, D1 antagonist -6, RXFP1 ag 1.2%, D2 PAM 5 and D1 ag 1.
Screening CC(Sc1nnc(-c2ccncc2)n1C)C(=O)NCC1CCCO1 (centres undefined) returned TRHR agonist 1.0, D1 potentiator -2, TRHR PAM 8, RXFP1 antag -25, D1 antagonist -24, RXFP1 ag 1.4%, D2 PAM 0 and D1 ag 4.
For COC(=O)CCSCC(=O)N1N=C(c2ccc(Br)cc2)CC1c1cccc(OC)c1OC (centres undefined) the results were TRHR agonist 1.7, Apoferritin bind 121%[activator], D1 potentiator -8, TRHR PAM -1, RXFP1 antag -18, D1 antagonist -7, RXFP1 ag 0.8%, D2 PAM -6 and D1 ag 14.

Continued:
Screening Cc1nnc(NC(=O)CSc2nc(C(C)C)nc3ccccc23)s1 returned TRHR agonist -0.1, Apoferritin bind 1%, D1 potentiator -4, TRHR PAM 5, RXFP1 antag 6, D1 antagonist 0, RXFP1 ag inconclusive, D2 PAM 3 and D1 ag 4.
Screening Cn1c(=O)nc2n(Cc3ccccc3)c3cccc(Cl)c3cc-2c1=O returned TRHR agonist -0.8, Apoferritin bind 11%, D1 potentiator -10, TRHR PAM -4, D1 antagonist -12, RXFP1 ag -0.8%, D2 PAM 4 and D1 ag 2.
`CCOC(=O)C(=CNc1cc(C(F)(F)F)ccc1N1CCOCC1)C(=O)OCC` gave TRHR agonist 0.3, Apoferritin bind -12%, D1 potentiator -4, TRHR PAM 6, RXFP1 antag -8, D1 antagonist 8, RXFP1 ag 0.9%, D2 PAM 12 and D1 ag 7.
Screening N#C/C(=C(/O)Cc1ccccc1)P(=O)(c1ccccc1)c1ccccc1 returned TRHR agonist 0.5, Apoferritin bind -7%, D1 potentiator 1, TRHR PAM -2, RXFP1 antag 17, D1 antagonist 1, RXFP1 ag 4.4%, D2 PAM -2 and D1 ag 2.
`COc1ccc(-c2c(C)nn3c(N)c(-c4ccccc4)cnc23)cc1OC` gave TRHR agonist -0.8, Apoferritin bind 6%, D1 potentiator 5, TRHR PAM 3, RXFP1 antag 2, D1 antagonist 0, RXFP1 ag 0.1%, D2 PAM 3 and D1 ag 4.
`CSc1ncccc1C(=O)OCC(=O)NC(C)C` gave TRHR agonist 0.3, Apoferritin bind -1%, D1 potentiator -6, TRHR PAM 1, RXFP1 antag -8, D1 antagonist -25, RXFP1 ag 2.4%, D2 PAM 4 and D1 ag 2.
Screening Cc1ccccc1NC(=S)NC(C)C(c1cccs1)N1CCOCC1 (centres undefined) returned TRHR agonist 0.1, Apoferritin bind 3%, D1 potentiator 3, TRHR PAM 2, RXFP1 antag 0, D1 antagonist 4, RXFP1 ag -0.3%, D2 PAM -5 and D1 ag 1.
O=C(C1CCOCC1)N1CCCC(N2CCN(c3ccc(F)cc3)CC2)C1 (centres undefined) was read as TRHR agonist -1.0, Apoferritin bind 14%, D1 potentiator 3, TRHR PAM 2, RXFP1 antag -20, D1 antagonist 6, RXFP1 ag -1.1%, D2 PAM -15 and D1 ag 1.
For O=C(O)C1Nc2c(O)cccc2C2C=CCC12 (centres undefined) the results were TRHR agonist 0.0, Apoferritin bind 6%, D1 potentiator 6, TRHR PAM -5, D1 antagonist -9, RXFP1 ag 0.8%, D2 PAM -14 and D1 ag 4.
Screening CC(=O)c1cccc(NS(=O)(=O)c2cccc(S(=O)(=O)c3ccc(Br)cc3)c2)c1 returned TRHR agonist 0.3, Apoferritin bind inconclusive, D1 potentiator -1, TRHR PAM 1, RXFP1 antag -4, D1 antagonist -41*, RXFP1 ag 0.6%, D2 PAM 2 and D1 ag 27.
`CCOc1cc(C(=O)NC(=S)Nc2cccnc2)cc(OCC)c1OCC` gave TRHR agonist 0.0, Apoferritin bind -14%, D1 potentiator -1, TRHR PAM 2, RXFP1 antag -13, D1 antagonist 5, RXFP1 ag 2.7%, D2 PAM 2 and D1 ag 0.
`COC(=O)c1cccc(NC(=S)N2CCCCC2)c1` gave TRHR agonist -0.1, Apoferritin bind -23%, D1 potentiator -2, TRHR PAM 6, RXFP1 antag -8, RXFP1 ag 0.6%, D2 PAM 7 and D1 ag 1.
For Cc1nnc(NC(=O)CN2CCN(Cc3ccc(F)cc3Cl)CC2)s1 the results were TRHR agonist 0.3, Apoferritin bind -4%, D1 potentiator -1, TRHR PAM 4, RXFP1 antag -5, D1 antagonist -7, RXFP1 ag -0.5%, D2 PAM -9 and D1 ag -4.
For CC(=O)c1cccc(N=C2NC(=O)C(CO)(CO)S2)c1 the results were TRHR agonist 0.7, Apoferritin bind 6%, D1 potentiator -1, TRHR PAM -6, RXFP1 antag -13, D1 antagonist -15, RXFP1 ag 1.8%, D2 PAM 14 and D1 ag -3.

The list is partial; the hit share may differ from the screen's.
